D2 potentiator = D2 dopamine receptor (human) potentiation. HEK293 T-REx D2, calcium flux, EC20 dopamine potentiation. P14416. 340,000 tested, 0.34% active. potentiation, % at 10 µM;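 active = potentiation over 3 SD above the plate norm, cut at about 30% in these data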; note: 0% is about no effect
Target sequence (P14416 whole entry, looked up): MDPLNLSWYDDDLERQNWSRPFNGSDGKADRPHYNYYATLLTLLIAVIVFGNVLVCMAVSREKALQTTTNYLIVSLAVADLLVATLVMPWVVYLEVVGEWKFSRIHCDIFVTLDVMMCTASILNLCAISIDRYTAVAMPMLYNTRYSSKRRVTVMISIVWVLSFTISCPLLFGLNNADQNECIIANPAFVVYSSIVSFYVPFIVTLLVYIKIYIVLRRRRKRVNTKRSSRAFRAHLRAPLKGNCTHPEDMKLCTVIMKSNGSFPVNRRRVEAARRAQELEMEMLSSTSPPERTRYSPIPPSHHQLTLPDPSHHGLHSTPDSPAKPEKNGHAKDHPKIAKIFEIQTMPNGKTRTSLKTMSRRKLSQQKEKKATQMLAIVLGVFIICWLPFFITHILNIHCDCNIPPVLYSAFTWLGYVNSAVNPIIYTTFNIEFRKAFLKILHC
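Calcium flux readout, no-wash dye, 1 read/s. Inducible HEK293 Trex D2 line, overnight 30 C. Compound alone 180 s (agonist flags), then EC20 dopamine, another 180 s to score potentiation.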
D2 ag = activates the human D2 dopamine receptor. 340,000 tested, 0.53% active. P14416. activation, % at 2 µM. AID 485358. HEK293 T-REx D2 cells, calcium flux agonist mode;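 active = activation over 3 SD above normal in the single-dose calcium agonist read, cut at about 30% in these data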; note: 0% is about no effect
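Tetracycline-induced HEK293 T-REx cells with force-coupled D2 receptor, plated overnight at 30 C, loaded with no-wash calcium dye. After a 10 s baseline, compound was pin-added and calcium flux read kinetically for 180 s; calcium rises flagged agonists.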
D1 potentiator = potentiators of human D1 dopamine receptor. P21728. HEK293 TREx D1 cells, calcium flux, dopamine EC20 potentiation. potentiation, % at 10 µM. 360,000 tested, 0.036% active. AID 504651; in the data active = potentiation above about 30%; note: 0% is about no effect
Target sequence (P21728 whole entry, looked up): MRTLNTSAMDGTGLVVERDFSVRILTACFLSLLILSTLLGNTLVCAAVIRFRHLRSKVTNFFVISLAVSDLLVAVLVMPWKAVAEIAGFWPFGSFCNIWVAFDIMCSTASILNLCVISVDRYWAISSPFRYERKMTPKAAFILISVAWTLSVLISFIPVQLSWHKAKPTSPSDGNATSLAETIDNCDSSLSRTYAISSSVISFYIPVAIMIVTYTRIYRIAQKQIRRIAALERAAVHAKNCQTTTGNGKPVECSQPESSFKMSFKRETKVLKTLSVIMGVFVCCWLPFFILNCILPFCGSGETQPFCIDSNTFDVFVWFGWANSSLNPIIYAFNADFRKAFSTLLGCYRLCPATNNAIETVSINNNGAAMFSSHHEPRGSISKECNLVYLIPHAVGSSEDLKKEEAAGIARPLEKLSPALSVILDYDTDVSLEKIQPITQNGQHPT
TRHR ag = activates the human TRH receptor; P34981; TRHR cells, calcium flux fluo-8, FDSS agonist mode; activation, % at 2 µM; 360,000 tested, 0.18% active; AID 493084; note: 0% is about no effect
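TRHR-expressing cells, plated overnight in medium with 10% serum, were loaded with fluo-8 calcium dye at room temperature. After a 10 s baseline, library compound was pin-added and calcium release was recorded kinetically (ex 480/em 530) as agonist response.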
D1 ag = human D1 receptor agonism | P21728 | HEK293 T-REx D1 cells, calcium flux, agonist mode | activation, % at 2 µM | 360,000 tested, 1% active | AID 504660; note: 0% is about no effect
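Inducible HEK293 T-REx D1 cells, force-coupled to calcium signalling, were plated at 4000 cells/well with tetracycline and held overnight at 30 C. After no-wash calcium dye loading, compound-evoked calcium rise over 180 s flagged agonists.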
D2 antag = antagonists of human D2 dopamine receptor; HEK293 TREx D2 cells, calcium flux, dopamine EC80; inhibition, % at 10 µM; 340,000 tested, 2% active; AID 485344; in the data active = inhibition above about 30%; note: 0% is about no effect
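Inhibition of EC80 dopamine-driven calcium flux, recorded kinetically, defines activity here; cells are a tetracycline-induced HEK293 T-REx line expressing force-coupled D2.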
RXFP1 antag = RXFP1 (human) relaxin receptor antagonism; Q9HBX9; 350,000 tested, 0.59% active; activity change, negative = inhibition, % at 57.5 µM; HEK293-RXFP1, relaxin-stimulated cAMP HTRF, 30 min; hits give low values;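 active = activity change of -60% or lower, but not beyond a set lower limit; inconclusive = change between -60% and -40%, or beyond the set limit; inactive = change above -40%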; note: % is set by controls: 0 for no effect and ±100 for the full control effect
D1 antagonist = antagonists of human D1 dopamine receptor | HEK293 TREx D1 cells, calcium flux, dopamine EC80; hits give low values | activity change, negative = inhibition, % at 10 µM | 360,000 tested, 3.2% active | AID 504652; in the data active = activity change below about -30%; note: % is set by controls: 0 for no effect and ±100 for the full control effect
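Tetracycline-induced HEK293 T-REx cells with force-coupled D1 receptor were loaded with a no-wash calcium dye. Compound was added after a 10 s baseline and read kinetically for 180 s; EC80 dopamine was then added and calcium flux followed another 180 s.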
TRHR enhancer = allosterically enhances the human TRH receptor; P34981; AID 493056; TRHR cells, fluo-8 calcium fluorescence, EC20 TRH enhancement; 360,000 tested, 0.66% active; enhancement, % at 2 µM; in the data active = enhancement above about 30%; note: 0% is about no effect
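Enhancer read-out: after compound pinning and an initial kinetic agonist-mode read, an EC20 of TRH (10 nM final) was injected and fluo-8 calcium signal (Ex 480/Em 530) followed at 1 s/cycle for 100 cycles in TRHR-expressing cells.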
Numbers without * were called inactive; ? = inconclusive; nt = no result given. Cut-off read from the data, not from the text of the source, unless noted: active = activation above about 30%; inactive = the rest. Compounds as they come. About 7.3% of those tested had a hit in this group.

Below each compound – D1 potentiator, D2 ag, TRHR ag, D2 potentiator, RXFP1 antag, D1 antagonist, D2 antag, TRHR enhancer, D1 ag
- Cc1cnnn1-c1ccc(C(=O)CCl)cc1
    -0.7, 0.7, 0.7, 11.1, 1.7, -10.2, -8.4, 3.3, 0.7
- O=C(CSCc1ccc([N+](=O)[O-])cc1)Nc1cccc(C(=O)Nc2ccccc2C(=O)O)c1
    -0.8, nt, -0.4, -1.6, -8.6, 3.0, nt, 1.3, 1.0
- CCCn1nnc(NC(=S)NC(=O)/C=C/c2ccco2)n1
    2.5, -0.9, 0.0, -7.4, -7.6, -5.6, nt, 0.5, 2.6
- O=C(CSc1ccc(-c2ccco2)nn1)Nc1ccc(F)cc1F
    -5.8, 0.3, -0.1, 0.8, -15.9, 14.7, -5.3, -5.4, 3.7
- Cc1ccc(S(=O)(=O)Nc2cccc(-c3ccc(N4CCCC4)nn3)c2)c(C)c1
    1.1, -1.0, -0.2, 8.1, -11.9, 6.9, nt, 2.2, 10.9
- CCn1cc(CNC(=O)c2ccc(Cl)c([N+](=O)[O-])c2)c(C)n1
    -7.0, nt, 1.3, 2.0, -4.7, -18.5, nt, 0.6, 2.0
- O=C(NCC(=O)N(c1ccc(F)cc1)C(C(=O)NC1CCCCC1)c1ccncc1)c1ccco1 (configuration not stated)
    -4.3, -0.1, -0.1, 7.5, -19.0, 2.2, -3.6, -3.3, 1.8
- COc1ccc(C(=S)N2CCOCC2)cc1OC(=O)c1cccc([N+](=O)[O-])c1
    11.4, -0.4, -0.1, 10.5, -2.1, -9.1, -7.0, 2.2, 3.8
- OCC1(CC2CCCCO2)CCN(Cc2nc3ccccc3[nH]2)CC1 (configuration not stated)
    -0.5, 0.9, 0.6, 3.6, -5.8, -13.6, -2.8, -0.5, -1.0
- Cc1cccc(-c2nnc(SCC3CNC(=O)O3)n2-c2ccc(Cl)cc2)c1 (configuration not stated)
    2.3, 0.5, 0.2, 6.2, -9.8, 4.1, -5.2, 0.5, 0.4
- COC(=O)CN(c1nc(C)cc(OC)n1)S(=O)(=O)c1ccc(C)cc1
    -7.0, 0.4, 0.1, 4.0, -3.8, -10.1, 2.8, -5.4, 0.1
- CC[C@H](C)[C@H](NC(N)=O)C(=O)Nc1ccccc1F
    2.8, -0.1, 0.5, 4.5, -0.9, -0.1, -0.3, -3.1, 4.3
- COc1ccccc1C(=O)NCC(=O)NCCSc1ccc(Br)cc1
    nt, -1.4, 1.0, 4.6, 1.6, 18.9, -18.2, 0.8, 3.1
- O=C(CCNC(=O)c1ccc(Br)cc1)NCc1ccco1
    -7.5, 0.6, -0.1, -1.2, 5.8, -0.6, 10.9, -0.6, 1.6
- CCOc1ccc(NC(=O)Cn2c(=O)n(Cc3ccc4c(c3)OCO4)c(=O)c3ccc(C(=O)NC4CCCCC4)cc32)cc1
    6.0, 0.5, 0.4, 22.1, nt, -9.7, nt, 4.9, 1.2
- CCOc1ccc(C(=O)Cn2c(=O)n3nc(CCn4nc(C)cc4C)nc3c3cc(OC)c(OC)cc32)cc1
    1.1, 1.0, 0.4, -5.1, -6.1, -12.8, nt, 13.4, -0.7
- COc1ccc(OC)c(/C=N/NC(=O)c2ccc(N(C)S(=O)(=O)c3ccccc3)cc2)c1
    -2.1, 0.2, 0.3, 0.3, 2.5, -5.2, -3.6, 8.8, -0.9
- CC1CCN(C(=O)CSc2nc3c(c(=O)n(C)c(=O)n3C)n2C)CC1
    4.9, 0.2, 0.2, -2.7, 8.1, -9.7, 0.5, 2.7, 2.7
- Cc1ccccc1C(=O)NNC(=O)C12CC3CC(CC(C3)C1)C2
    15.6, 0.6, 0.2, 7.3, -8.0, 3.3, -2.1, -8.3, 0.8
- COc1ccccc1CN1CC(C(=O)N(C)CCc2nc3ccc(F)cc3[nH]2)CCC1=O (configuration not stated)
    -1.4, nt, 0.4, nt, 10.1, 3.1, nt, 5.2, 0.6

One compound at a time (already shown). Values in the order: D1 potentiator | D2 ag | TRHR ag | D2 potentiator | RXFP1 antag | D1 antagonist | D2 antag | TRHR enhancer | D1 ag
Profile of COc1ccc(OC)c(/C=N/NC(=O)c2ccc(N(C)S(=O)(=O)c3ccccc3)cc2)c1 = -2.1 | 0.2 | 0.3 | 0.3 | 2.5 | -5.2 | -3.6 | 8.8 | -0.9
Profile of COc1ccccc1C(=O)NCC(=O)NCCSc1ccc(Br)cc1 = nt | -1.4 | 1.0 | 4.6 | 1.6 | 18.9 | -18.2 | 0.8 | 3.1

The list goes on.
Below each compound – D1 potentiator, D2 ag, TRHR ag, D2 potentiator, RXFP1 antag, D1 antagonist, D2 antag, TRHR enhancer, D1 ag
- O=C(NS(=O)(=O)c1ccc(Cl)cc1)c1ccccc1
    2.4, nt, -0.3, 4.0, -4.9, 27.6, nt, 6.1, 2.6
- C=CCc1c(C)nc2c(C(=O)O)cnn2c1C
    -4.8, -0.3, 0.3, 12.4, -4.3, -11.4, -1.5, 2.9, 2.2
- CCCc1cc(=O)oc2cc(C)c(CN3CCCC3)c(O)c12
    5.0, 0.4, 0.2, 2.4, -6.1, 1.0, 7.4, 0.5, 0.3
- N#Cc1nc(/C=C/c2ccc(F)cc2)oc1N1CCCCC1
    -2.4, -1.2, -1.1, -2.9, nt, -15.3, nt, -0.6, 1.2
- CNC(=O)c1cccn1-c1ccsc1C(=O)OC
    -0.3, -0.5, -0.4, 2.7, 6.9, 6.2, 21.0, 2.5, 2.0
- COc1ccccc1N1CCN(C(=O)c2cc(C(C)(C)C)oc2C)CC1
    -3.0, 0.5, -1.1, 10.5, -38.0, -8.8, 1.5, 11.4, 11.4
- COc1cccc(N2CC(O)=C(c3nc4ccccc4c(=O)[nH]3)C2=N)c1
    -1.9, 1.0, -1.2, -4.9, -6.0, 7.1, -17.6, 11.5, -0.4
- COc1ccc(CNC(=O)C(=O)NCCCn2ccnc2)cc1
    -4.0, 0.2, -0.4, 17.1, -2.8, -1.3, -2.9, 0.7, 0.7
- Cc1cc2[nH]c(=O)c(=O)[nH]c2cc1S(=O)(=O)NCc1ccc(F)cc1
    -0.1, -1.8, -0.9, -1.6, 2.2, -0.4, nt, 13.0, 4.4
- Cc1ccc(NC(=O)c2nc3nccc(C)n3n2)c(C)c1
    0.7, 1.8, 0.8, -1.0, 8.1, -10.4, -3.8, -1.2, 1.6
- CC(C)(C)OC(=O)N1CCC(c2c(C(=O)NCCc3ccccc3)cnn2-c2ccc(F)cc2)CC1
    -5.0, -0.1, -1.4, -6.6, -28.3, 10.0, nt, 12.9, 2.8
- COc1ccc(C2NN=C(c3c[nH]c4ccccc34)C2O)cc1 (configuration not stated)
    1.0, 0.7, 2.3, -6.2, 3.3, -0.6, -0.1, -8.0, 6.5
- COc1cc(CN2CCc3c([nH]c4ccccc34)C2)cc(OC)c1
    -4.5, 1.2, 0.4, -23.9, ?, -2.2, 4.3, -1.1, -1.5
- C=CCNC1=C(Cl)C(=O)N(Cc2ccccc2)C1=O
    -4.3, -0.5, -0.6, 10.9, -8.2, 2.5, -7.7, -7.9, -2.8
- CC(C)(C)CN1CCC(Oc2cccc(C(=O)NCCCOc3cccnc3)c2)CC1
    -3.0, nt, -0.1, nt, 0.5, -3.7, nt, -3.6, -0.4
- N#CCCN(C(=S)NC(=O)c1ccco1)c1ccccc1F
    -6.1, 2.1, 0.1, 5.6, -0.4, -3.2, -15.1, 6.6, 0.6
- Cc1ccc(Cl)cc1NC1=NC(=S)N(C(C)C)C12CCCCC2
    -4.8, 0.5, 0.9, -9.2, 1.9, -5.3, 11.4, -11.3, -0.1
- Cc1cc(C)c(NC(=S)NCC2CCN(C(C)c3ccccc3)C2)c(C)c1 (configuration not stated)
    -1.0, -0.5, -0.2, -27.3, -28.5, 7.4, 12.9, 0.9, 0.1
- Cc1ccnc(NS(=O)(=O)c2cc(C(F)(F)F)ccc2Cl)c1
    -3.1, 0.6, -0.3, 9.7, nt, -16.0, -0.7, 4.6, 3.7
- Cc1ccc2cc(C(c3nnnn3Cc3ccccc3)N3CCN(c4ccccc4)CC3)c(=O)[nH]c2c1 (configuration not stated)
    13.2, 0.7, -0.6, 2.3, -2.3, -9.3, 7.0, -4.1, 1.3
- Cc1cccc(C(=O)NNC(=O)CN2C(=O)c3ccccc3C2=O)c1
    -1.1, 0.5, 0.0, -4.6, -6.5, 12.2, -10.9, -7.8, 1.4
- Cc1cc(C(=O)NC2CCCc3c2cnn3-c2cccc(C)c2C)n(C)n1 (configuration not stated)
    0.7, 0.2, -1.0, 4.3, -8.2, -25.9, -5.1, 1.2, 9.2
- COC(=O)C(Cc1ccccc1)NC(=O)CNC(=O)c1ccc(Br)o1 (configuration not stated)
    -3.6, 0.1, 0.5, 6.1, 5.4, -2.1, -8.6, -1.6, -0.1
- CC(NC(=O)C(c1ccccc1)c1ccccc1)C(=O)N1CCCCC1 (configuration not stated)
    0.2, -0.1, -0.4, 4.9, -2.6, 2.9, -15.6, 9.1, -0.5
- CCCOc1cccc(C(=O)Nc2ccc(-c3nc4ccccc4s3)c(Cl)c2)c1
    -7.5, 1.4, 1.3, -0.3, 0.1, 0.7, nt, -4.0, 10.5
- COC(=O)c1cc(NC(=O)Nc2cc(OC)ccc2OC)cc(C(=O)OC)c1
    -4.0, 0.1, -0.7, -9.1, -4.2, 2.2, 26.9, 4.8, 1.2
- CN1CCN(c2ccccc2NC(=O)c2ccc3c(c2)OCCO3)CC1
    1.2, -0.5, 0.7, nt, 10.5, 7.0, -18.7, -2.0, 4.2
- Cc1cc(C)nc(NCCCc2ccccc2)n1
    3.2, -2.7, -0.1, 7.2, 27.4, 0.4, 2.8, -5.3, -0.9
- CC(Oc1ccc(F)cc1)C(=O)Nc1ccc(S(=O)(=O)NC2=NCCCCC2)cc1 (configuration not stated)
    -0.2, 2.0, 3.5, 6.8, -6.5, -6.0, -2.4, 5.5, 32.6*
- Cc1cc2c(n1-c1ccc(C(N)=O)cc1)CC(C)(C)CC2=O
    -6.3, 0.4, 0.2, 2.7, -1.4, -6.6, -10.9, 1.4, 1.5
- CCn1cc(CN2CCC(C(=O)Nc3cccc(-c4cccc(F)c4)c3)CC2)cn1
    -10.4, 1.9, 0.4, -29.1, 1.2, -38.2*, -4.8, -2.4, 17.7

High-throughput results as filed in PubChem BioAssay.
